Assay outcomes as filed in PubChem.
Bfl-1 Bim block – inhibitors of Bim-Bfl-1 interaction, human | Q16548 | Bead-based flow cytometry, Bim-Bfl-1 binding inhibition | 190,000 tested, 0.12% active | inhibition, % at 10 µM;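 also: 0% = wells without compound plus tracer and 100% = blocker peptide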
Bcl-2 Bim block – disrupts Bim peptide binding to human Bcl-2; 190,000 tested, 0.06% active; Bead-based flow cytometry, Bim peptide-Bcl-2 binding; inhibition, % at 10 µM; in the data active = inhibition above about 40%; inconclusive = no clear call, values can overlap the other calls;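 also: 0% = no compound wells with probe peptide and 100% = reference peptide inhibitor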
GSH fluor – compound fluoresces at 488/530 nm on GSH beads; GSH beads flow cytometry, compound fluorescence 488/530 nm; active compounds read high; fluorescence (KMESF) at 10 µM; 190,000 tested, 0.25% active; in the data active = fluorescence above about 89;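 also: glutathione beads carrying GST-tagged Bcl family fusion proteins plus one bare bead set; values are compound well signal with DMSO vehicle wells as background; inactives centre near 16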
Bim-Mcl-1 – disrupts Bim peptide binding to human Mcl-1; Bead-based flow cytometry, Bim peptide-Mcl-1 binding; AID 1009; 190,000 tested, 0.1% active; inhibition, % at 10 µM;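 also: 0% = no compound tracer wells and 100% = peptide blocker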
Bim-Bcl-XL – inhibitors of Bim-Bcl-XL interaction, human; Q07817; Bim peptide-Bcl-XL binding, bead flow cytometry, fluorescence; inhibition, % at 10 µM; 190,000 tested, 0.04% active; AID 1007
Target sequence (Q07817 whole entry, looked up): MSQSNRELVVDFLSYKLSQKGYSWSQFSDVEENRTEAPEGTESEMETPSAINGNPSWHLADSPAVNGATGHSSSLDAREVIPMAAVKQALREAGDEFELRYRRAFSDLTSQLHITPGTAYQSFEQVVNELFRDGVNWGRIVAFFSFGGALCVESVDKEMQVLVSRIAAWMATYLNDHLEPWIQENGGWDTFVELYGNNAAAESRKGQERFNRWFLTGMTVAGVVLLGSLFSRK
RGS8-Gao – modulates binding of RGS8 to human Galphao; multiplexed bead flow cytometry; actives lie on both sides; response (percent of control binding), % at 10 µM; 220,000 tested, 0.34% active; in the data active = response below about 60% or above about 140%; inactive = in between;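 also: Galphao activated as the GDP aluminium fluoride complex binding bead-coupled RGS8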
Target sequence (P09471 whole entry, looked up): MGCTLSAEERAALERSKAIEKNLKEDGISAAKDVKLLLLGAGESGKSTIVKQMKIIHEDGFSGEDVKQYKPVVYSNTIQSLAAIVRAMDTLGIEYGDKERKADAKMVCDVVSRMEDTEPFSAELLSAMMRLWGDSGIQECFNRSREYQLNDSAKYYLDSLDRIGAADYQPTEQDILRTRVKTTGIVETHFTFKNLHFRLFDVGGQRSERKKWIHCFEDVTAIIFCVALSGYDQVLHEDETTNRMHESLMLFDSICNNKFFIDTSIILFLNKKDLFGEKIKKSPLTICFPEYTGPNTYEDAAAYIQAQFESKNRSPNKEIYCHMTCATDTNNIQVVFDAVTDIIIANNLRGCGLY
Mcl1-Bid inh – Mcl-1/Bid interaction inhibition | Q07820 | TR-FRET Mcl-1/Bid-Dy647 peptide binding, 1536-well | inhibition, % at 21.7 µM | 220,000 tested, 0.97% active;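 active = compounds that cut the binding signal by more than half at the single screening dose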;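 also: His-tagged Mcl-1 with europium anti-His antibody binding Bid BH3 peptide; 0% = Mcl-1 plus peptide wells and 100% = peptide-only wells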
RGS4-Gao reg – modulates binding of RGS4 to human Galphao; P09471; Multiplexed bead flow cytometry; actives lie on both sides; binding response (% of control), % at 10 µM; 220,000 tested, 0.33% active; AID 1415; in the data active = binding response below about 49% or above about 150%; inactive = in between;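 also: fluorescent Galphao activated with aluminum fluoride binding bead-coupled RGS4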
RGS7-Gao – human RGS7-Galphao interaction regulation; P09471; binding response (% of control), % at 10 µM; Multiplexed bead flow cytometry, RGS7-Galphao binding; actives lie on both sides; 220,000 tested, 0.35% active; in the data active = binding response below about 49% or above about 150%; inconclusive = no clear call, values can overlap the other calls; inactive = in between;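 also: fluorescent Galphao held in activated GDP-AlF4 state binding bead-coupled RGS7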
Bim-Bcl-W – inhibitors of Bim-Bcl-W interaction, human | inhibition, % at 10 µM | Q92843 | bead-based flow cytometry, Bim peptide-Bcl-W binding | 190,000 tested, 0.02% active;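 also: 0% = bound tracer without compound and 100% = peptide blocker; higher means less fluorescent Bim peptide bound to Bcl-W beads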
Target sequence (Q92843 whole entry, looked up): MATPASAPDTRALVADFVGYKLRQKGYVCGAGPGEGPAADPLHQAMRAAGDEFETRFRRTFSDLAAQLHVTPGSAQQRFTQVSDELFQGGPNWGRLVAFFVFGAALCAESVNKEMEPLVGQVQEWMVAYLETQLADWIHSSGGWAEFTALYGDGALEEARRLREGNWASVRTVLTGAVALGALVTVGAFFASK
Bim-Bcl-B – human Bim-Bcl-B interaction inhibition. bead-based flow cytometry, Bim peptide-Bcl-B binding. AID 951. inhibition, % at 10 µM. 190,000 tested, 0.073% active;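 also: 0% = tracer peptide without compound and 100% = reference inhibitor peptide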
Target sequence (Q9HD36 whole entry, looked up): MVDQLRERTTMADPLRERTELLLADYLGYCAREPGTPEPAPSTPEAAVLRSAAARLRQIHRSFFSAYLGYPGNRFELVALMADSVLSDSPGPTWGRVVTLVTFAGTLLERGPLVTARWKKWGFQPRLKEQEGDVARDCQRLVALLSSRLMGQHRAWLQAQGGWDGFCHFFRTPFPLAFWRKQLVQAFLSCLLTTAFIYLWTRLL
Starred values were filed as active, the others as inactive; ? = inconclusive; & = joins results of further samples. Rule as the data show it, unless noted: active = inhibition above about 40%.

SMILES	Bfl-1 Bim block	Bcl-2 Bim block	GSH fluor	Bim-Mcl-1	Bim-Bcl-XL	RGS8-Gao	Mcl1-Bid inh	RGS4-Gao reg	RGS7-Gao	Bim-Bcl-W	Bim-Bcl-B
Cc1ccc(-c2nnc(Cc3ccc([N+](=O)[O-])cc3)o2)cc1	-2	0	25	0	-2	98	-13	97	97	-5	-5
CCC(=O)N1CCc2cc(S(=O)(=O)CCC(=O)NCc3cccs3)ccc21	-1	-1	19	-1	1	100	-2	100	100	0	0
CCOc1ccccc1CNS(=O)(=O)c1ccc2c(c1)oc(=O)n2C	-9	-8	19	0	-5	100	-15	100	97	0	-5
Cc1ccc(C(=O)c2sc3c(c2N)c(=O)[nH]c(=O)n3CCc2ccccc2)cc1	-8	-8	10	-7	-10	102	-7	96	101	-6	-9
Cc1ccc(C(C)n2cc(C(=O)NCc3cccnc3)nn2)cc1 (stereo not drawn)	7	2	47	-2	4	100	-7	98	99	3	6
Cc1cc(C)nc(NC(N)=NC2CCCCC2)n1	-18	-12	12	-7	-7	101	-5	102	101	-6	-11
COc1ccc(N2C(=O)CC(N3CCC(O)(c4ccc(Cl)cc4)CC3)C2=O)cc1 (stereo not drawn)	-6	-1	51	0	0	99	0	95	97	-1	3
CCC(=O)Nc1ccc(/C(C)=N\NS(=O)(=O)c2ccc(C)cc2)cc1	-1	0	9	-1	1	102	-61	100	103	0	1
CCOc1cc(/C=N/NC(=O)CNc2ccc(C)cc2)ccc1OC(=O)c1ccccc1	-12	-9	30	-5	-8	103	-21	99	98	-2	-6
CCCc1nnc(NC(=O)CCC(=O)NCCc2ccc(OC)c(OC)c2)s1	5	9	15	-5	11	104	-41	99	94	8	8
O=C(COc1ccc(Cl)cc1)NCc1nnc(SCC(=O)NC2CCCC2)o1	-1	-3	13	-1	-4	94	-11	98	96	0	0
O=C(c1ccc(C#CC2(O)CCCCC2)cc1)N1CCN(Cc2ccccc2)CC1	-16	-9	27	-1	-8	103	6	103	99	0	-10
O=c1c(-c2cnn(-c3ccccc3)c2)coc2cc(O)ccc12	1	1	9	-6	0	104	4	102	104	0	2
Cc1cc(C)c2c(N=NN(C)C)[nH]nc2n1	-12	-12	35	-4	-7	99	-27	98	99	-2	-9
C/C(=N\NC(=O)c1c(Br)c(C)nn1C)c1cccc(NC(=O)c2ccccc2C)c1	-7	-6	10	-5	-8	100	-18	104	99	-4	-9
O=C(Nc1nccs1)c1ccc(S(=O)(=O)c2ccccc2)cc1	-16	-6	28	-3	-5	102	5	100	103	-2	-10
COc1ccc(OC)c(NC(=O)c2ccccc2SC)c1	-11	-9	24	-3	-6	101	-16	104	102	0	-9
CC(=O)c1c(COC(=O)c2cccnc2)nc2ccccc2[n+]1[O-]	-8	-5	35	-1	0	106	8	107	104	0	1
O=C(Nc1ccccn1)NC12CC3CC(CC(C3)C1)C2	0	-4	20	-1	0	101	0	99	100	-2	0
Brc1ccc(-c2nn3c(Cc4ccccc4)nnc3s2)o1	-9	-5	35	-5	1	96	-46	94	93	3	-5
O=C(N/C(=C\c1ccc(Br)cc1)C(=O)N1CCCC1)c1cccs1	-3	-4	12	3	0	104	-40	102	106	2	0
COC(=O)CSC(C(=O)Nc1ccc(C)c(C)c1)c1ccccc1 (stereo not drawn)	-6	-2	28	-1	-1	96	-16	91	90	-2	-3
COc1ccc(Nc2nnc(SCC(=O)NC(=O)Nc3ccc4c(c3)OCCO4)s2)cc1	-4	-1	21	1	-1	96	-5	91	?	0	-5
Cc1cccc(C(=O)N/N=C/c2cc(Br)c(Br)o2)c1	0	0	11	-2	-3	91	-32	90	89	-3	-6
CCOCCn1c(N2CCN(c3ccccc3)CC2)nc2c1c(=O)[nH]c(=O)n2C	-2	-4	12	-2	1	100	-37	102	100	1	-1
COc1ccc(-n2nnnc2-c2cnc3cc4c(cc3c2C)OCO4)cc1	-2	-3	20	-3	-3	103	16	103	104	-4	-5
NC12NC(=O)C3(O)C4C5CC(C6C5C3C61)C42 (stereo not drawn)	-7	-4	12	0	-1	107	-14	104	102	0	-2
COc1ccccc1N=Cc1c(C)c(C#N)c2[nH]c3ccccc3n2c1=O	0	4	24	2	1	96	-27	93	95	4	-4
CCCn1c(-c2ccc(OC)cc2)nc2nc3ccccc3nc21	0	1	14	1	-3	97	12	99	99	0	2
COc1ccc2c(c1)CC(C1(O)C(=O)Nc3ccccc31)C2=O (stereo not drawn)	0	0	4	0	1	86	1	83	90	-6	1
COc1ccc(-c2csc(NC(=O)c3cc(-c4cccs4)nc4ccccc34)n2)c(OC)c1	-2	-1	19	-7	-11	101	-34	96	95	-9	-3
Cc1nc(CSc2nnc(N)s2)cs1	-4	0	12	-2	-1	109	-3	110	107	-1	0
N#Cc1cnc(Nc2nc3ccccc3o2)nc1-c1ccccc1	-2	2	7	0	1	101	-2	99	103	-1	2
Cc1onc(-c2ccccc2)c1C(=O)OCC(=O)Nc1ccc2c(c1)OCO2	0	0	8	0	1	102	-7	111	99	1	1
CCCCOC(=O)Cn1c(=N)n(CCC)c2ccccc21	2	-3	80	-2	-2	106	-2	98	104	0	-1
CCc1ccc(CN(C)Cc2nc(-c3cccc(Cl)c3)no2)nc1	-17	-9	59	-3	-10	101	3	99	99	-5	-5
CNC(=S)N=Nc1c(O)[nH]c2ccccc12	0	2	2	11	19	100	-94	99	99	15	11
CC(=O)NC(Cc1ccc(F)cc1)C(=O)NC1CCN(c2nnnn2-c2ccccc2)CC1 (stereo not drawn)	-10	-7	21	-1	-3	99	-22	96	102	0	-3
CC(O)CNc1nc2c(c(=O)n(C)c(=O)n2C)n1C/C=C/c1ccccc1 (stereo not drawn)	-4	-7	6	5	6	99	-64	101	95	6	-3
Cc1ccc(NC(=O)C2C3C=CC4(CN(Cc5cccnc5)C(=O)C24)O3)cc1 (stereo not drawn)	2	2	19	0	0	98	-17	102	100	-1	-2

An excerpt of these results, with bars between the fields:
Compound | Bfl-1 Bim block | Bcl-2 Bim block | GSH fluor | Bim-Mcl-1 | Bim-Bcl-XL | RGS8-Gao | Mcl1-Bid inh | RGS4-Gao reg | RGS7-Gao | Bim-Bcl-W | Bim-Bcl-B
CCCCOC(=O)Cn1c(=N)n(CCC)c2ccccc21 | 2 | -3 | 80 | -2 | -2 | 106 | -2 | 98 | 104 | 0 | -1
CCc1ccc(CN(C)Cc2nc(-c3cccc(Cl)c3)no2)nc1 | -17 | -9 | 59 | -3 | -10 | 101 | 3 | 99 | 99 | -5 | -5
CNC(=S)N=Nc1c(O)[nH]c2ccccc12 | 0 | 2 | 2 | 11 | 19 | 100 | -94 | 99 | 99 | 15 | 11
CC(=O)NC(Cc1ccc(F)cc1)C(=O)NC1CCN(c2nnnn2-c2ccccc2)CC1 (stereo not drawn) | -10 | -7 | 21 | -1 | -3 | 99 | -22 | 96 | 102 | 0 | -3

Later entries
SMILES	Bfl-1 Bim block	Bcl-2 Bim block	GSH fluor	Bim-Mcl-1	Bim-Bcl-XL	RGS8-Gao	Mcl1-Bid inh	RGS4-Gao reg	RGS7-Gao	Bim-Bcl-W	Bim-Bcl-B
Cc1ccc(/C=N/NC(=O)CCn2nc(C)cc2C)c(C)c1	-5	-4	9	-1	-1	102	-14	101	95	-3	-3
CCOCCCNC(=O)C(c1ccc(C)cc1)N(Cc1ccc2c(c1)OCO2)C(=O)c1cnccn1 (stereo not drawn)	-12	-11	12	-1	-4	107	-24	107	109	1	-5
COC(=O)CSC1=C(C#N)C(=O)NC(c2ccccc2)S1 (stereo not drawn)	-8	-3	9	0	-3	99	-34	99	100	-1	-8
COc1ccc(S(=O)(=O)NCc2ccccn2)cc1Cl	-15	-12	27	-4	-11	101	-6	101	104	0	-10
CCCCCC[n+]1c(-c2ccc(Cl)cc2Cl)csc1Nc1ccccc1	-10	-7	11	-7	-13	97	33	102	97	-7	-10
COC(=O)c1ccccc1NC(=O)c1ccnn1C	-9	-2	9	3	1	97	-11	94	95	-3	-3
CN(C)CCN(Cc1ccccc1)c1ccccn1	-1&0	0&-2	19&68	0&0	-3&-2	100&99	16&11	100&97	98&96	-2&-1	-2&-2
COc1cccc(/C=C(/C#N)c2ccc(Cl)cc2)c1OCc1cccc(C(=O)O)c1	-7	-2	12	-2	-1	98	5	97	91	0	-1
COc1ccc(COC(=O)Nc2c(SC)nsc2SC)cc1	-3	0	24	0	0	104	-17	107	108	1	-8
C=CCn1c(SCC(=O)CC(=O)OCC)nc2cc(C(=O)N3CCC(C(N)=O)CC3)ccc2c1=O	-5	-3	15	-3	-5	103	-31	101	104	-5	-8
COc1ccccc1C1CC(c2ccc(Cl)cc2)Nc2ncnn21 (stereo not drawn)	-10	-6	38	-4	1	98	-13	109	103	-1	-12
CCc1cc2cc3c(cc2nc1SCC(=O)Nc1nccs1)OCO3	-4	0	53	0	-5	102	-61	88	94	0	-2
O=C(/C=C/Nc1ccc(OC(F)(F)F)cc1)C(F)(F)F	-1	0	7	0	-1	100	-30	98	101	1	0
COc1ccc(-n2ccnc2SCC(=O)NC2CCCC2)c(OC)c1	-5	0	20	0	1	103	-32	102	101	3	-2
Cc1ccc2[nH]c(=O)c(C(c3nnnn3C(C)(C)C)N(Cc3ccco3)CC3CCCO3)cc2c1 (stereo not drawn)	-5	-2	42	0	-3	102	-17	100	101	-3	-8
COc1cccc(CNCCc2c[nH]c3ccccc23)c1OCc1ccccc1F	-3	1	64	1	1	104	-50	104	102	-2	-4
CCOC(=O)N1CCN(C(=O)C2CCN(Cc3ccc(OC)cc3OC)CC2)CC1	1	0	21	-2	-3	100	-7	98	101	-3	0
O=C(CO/N=C/c1ccc(OC(F)F)cc1)NC1CCCC1	-6	-4	10	0	-2	99	-24	99	103	-3	0
COc1cc(OC)c(NC(=O)c2ccccc2F)cc1Cl	-4	-2	12	0	-3	99	-30	99	100	0	0
COc1ccc(OC)c(-n2nnnc2SCC(=O)N2CCN(C(=O)c3ccco3)CC2)c1	-6	-2	13	-11	-5	100	-36	99	102	-7	-7
CCCSc1nc(C)cc(=O)[nH]1	-15	-9	36	-2	-6	102	-9	104	99	0	-8
Cc1nn(-c2ccccc2)c(C)c1C(=O)OCC(=O)NCc1ccco1	-7	-5	15	-4	-6	98	-32	97	101	-6	-2
COC(=O)c1sccc1NC(=O)COc1ccc(C)cc1	-4	-3	19	0	-1	103	-43	105	111	0	-3
CCOC(=O)CC1(CC(=O)OCC)NC(=O)c2c(C)sc(C(=O)OCC)c2N1	-2	-3	26	-2	2	100	-20	100	103	-1	1
O=C(CN1CCN(S(=O)(=O)c2ccccc2)CC1)Nc1cccc(C(F)(F)F)c1	-14	-14	13	-2	-2	102	-1	104	105	-3	-9
CC(=O)Nc1cccc(-c2cnc3ccccc3n2)c1	4	2	10	34	4	93	-9	99	100	23	5
CS(=O)(=O)c1ccc2nc(NC(=O)C3COc4ccccc4O3)sc2c1 (stereo not drawn)	0	-6	13	4	-1	93	6	99	96	0	-4
COc1cc(N=C(N)N=C(N)N)cc(OC)c1	-2	0	20	0	0	101	-27	99	?	0	-1
OCCN(Cc1ccccc1)CC1CC2C=CC1C2 (stereo not drawn)	0	-1	27	-2	0	100	6	100	101	0	-5
CC(C)[C@@H]1CC[C@@H](C)c2c(-c3ccccc3)n[nH]c21	-16	-10	23	-3	-6	101	26	102	99	0	-9
COc1cccc(NC(=O)Cn2c(=O)n(CCCC(=O)NCc3ccco3)c(=O)c3ccccc32)c1	-2	1	19	0	0	99	-13	93	99	-3	-2
COc1ccc(/C=C(\NC(=O)c2ccccc2Cl)C(=O)NCCCC(=O)O)cc1	-4	0	27	0	-2	102	-12	104	101	-1	-2
O=C1C2C3C=CC([C@@H]2C(=O)N1c1nccs1)C31CC1 (stereo partly drawn)	-10	1	5	0	0	101	-16	102	99	1	-4
